Screening results as filed in PubChem.
uPA surface inh – qHTS for Inhibitors of Cell Surface uPA Generation; Potency, µM (titrated, usually from 38.3 µM), for the others: top-dose activity change, negative = inhibition, usual class: inhibitors; AID 540303, 2011; 330,000 tested, 0.31% active; cell surface uPA generation assay, qHTS; active = well fitted inhibition curve with a large enough effect; inconclusive = small, poorly fitted or top-dose-only effect; inactive = no such curve, though single readings can be large or run the other way; tested in mouse RAW 264.7 cells; also: potency is read from the fitted curve at half-maximal effect; % is scaled to controls: 0 for no effect and ±100 for the full control effect; nearly all actives have a fitted effect of over 55% in size
Eya2 phos inh – qHTS Assay for Inhibitors of the Phosphatase Activity of Eya2; AID 488837, 2010; recombinant Eya2, OMFP fluorescence dephosphorylation (OMFP is methylfluorescein phosphate); Potency, µM (doses to about 76.9 µM), without a hit: at the highest dose activity, negative = inhibition, actives largely listed as inhibitors; 330,000 tested, 0.006% active; also: potency is read from the fitted curve at half-maximal effect; % is scaled to controls: 0 for no effect and ±100 for the full control effect
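Eya2 protein (added as 0.2 uM solution) was preincubated with compound for 10 min at ambient temperature in 50 mM HEPES pH 7.5, 50 mM NaCl, 5 uM MgCl2, 0.05% BSA, 1 mM DTT. OMFP (added at 50 uM) then reacted 10 min; fluorescence read at 485/525 nm.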
ASM inhibitor – Inhibitors of Secretory Acid Sphingomyelinase (S-ASM): qHTS. Sphingomyelin phosphodiesterase (Homo sapiens), P17405. placental ASM, HMU-PC fluorogenic substrate, 60 min. Potency, µM (highest dose often 57.5 µM), for the others: at the highest dose activity change, negative = inhibition, most hits filed as inhibitors. 340,000 tested, 0.006% active. AID 504937, 2011; also: potency is read from the fitted curve at half-maximal effect
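Human placenta-derived ASM preincubated with compound 10 min at room temperature, then reacted with 9 uM (final) fluorogenic HMU-PC substrate for 60 min at 37 C. Stop solution raises pH to 10; fluorescence read at Ex 386/Em 447 nm.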
BRCA1 expr act – qHTS Assay to Identify Small Molecule Activators of BRCA1 Expression. Potency, µM (top dose mostly 46.1 µM), without a hit: top-dose activation, most hits filed as activators. AID 624202, 2012. 380,000 tested, 1.1% active. MCF7-BRCA1-FFLuc reporter, luminescence, 48 h; response scale: scaled: vehicle 0%, 10 µM genistein 100%; also: potency is read from the fitted curve at half-maximal effect; nearly all actives have a fitted effect of over 80% in size; some results filed as inactive show a strong effect at the top dose
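Luminescence from a BRCA1-driven firefly luciferase in MCF7 cells was the read-out, taken 15 min after substrate addition following 48 h compound exposure at 37 °C. Data were normalized to a 10 microM genistein control and DMSO vehicle.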
p53 reactivator – qHTS assay for re-activators of p53 using a Luc reporter; Potency, µM (titrated, usually from 92.2 µM), inactives show at the highest dose activity change, positive = activation, usual class: activators; H1299 p53-A138V BP100-luciferase reporter, luminescence, 24 h; AID 504706, 2011; 320,000 tested, 0.063% active; also: potency is read from the fitted curve at half-maximal effect; % of control where 0% means no effect; nearly all actives have a fitted effect of over 45% in size
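p53-null H1299 cells stably carrying temperature-sensitive p53-A138V and a BP100-luciferase reporter were pinned with compounds (4-point, 1:5 series) and held 24 hrs at 37 deg C. Luminescence was read 10 min after detection reagent.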
Integrin act MD – qHTS for Activators of Integrin-Mediated Alleviation for Muscular Dystrophy; alpha7betagal myoblasts, beta-gal FDG fluorescence, 48 h; Potency, µM (top dose mostly 38.3 µM), for the others: at the highest dose activation, actives largely listed as activators; 350,000 tested, 0.064% active; AID 624291, 2012;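 also: potency is read from the fitted curve at half-maximal effect; 100% = response of the positive control SU9516; nearly all actives have a fitted effect of over 60% in size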
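alpha7betagal+/- myoblasts (passage 13, 250/well) treated 48 h at 37C with compounds at 1:260 dilution of DMSO stock. Lysed, then beta-galactosidase activity read as FDG fluorescence (ex 480/em 540) after 30 min, with pre-read for autofluorescence.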
PTAP TSG101 blk – qHTS Assay for Iinhibitors of HIV-1 Budding by Blocking the Interaction of PTAP/TSG101 | Potency, µM (highest dose often 115 µM), without a hit: at the top dose activity change, negative = inhibition, usual class: inhibitors | Tumor susceptibility gene 101 protein (Homo sapiens), Q99816 | 340,000 tested, under 10 active | Fluorescence polarization, FITC-PTAP peptide / Tsg101 binding | AID 493005, 2010; active = well fitted inhibition curve with a large enough effect in the main read-out, with a control signal flat, not every such curve was filed as active; inconclusive = small, poorly fitted or top-dose-only effect, or effect the other way, or a change in a side signal; inactive = no such curve, though single readings can be large or run the other way; also: potency is read from the fitted curve at half-maximal effect; % of control where 0% means no effect
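FP read-out: FITC-PTAP peptide, 50 nM final, binding Tsg101 binding domain, 10 uM final; 20 min, r.t.; 10 mM HEPES pH 7.5, 0.15 M NaCl, 0.01% Tween 20, 3 mM EDTA, 0.1 mM TCEP.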
B2AR arrestin – qHTS assay of beta-arrestin-biased ligands of beta2-adrenergic receptor; Beta-2 adrenergic receptor (Homo sapiens), P07550; beta-arrestin recruitment to beta2AR, cell-based reporter; Potency, µM (top dose mostly 46.1 µM), without a hit: at the top dose activation, hits mostly activators; 330,000 tested, 0.02% active; AID 492947, 2010;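 also: potency is read from the fitted curve at half-maximal effect; 0% = DMSO controls and full agonism = EC100 isoproterenol or metaproterenol; nearly all actives have a fitted effect of over 65% in size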
TRPV1 ag – HTS Assay for Compounds that Act as Agonists of the Vanilloid Receptor 1; TRPV1-expressing cells, Fluo-8 calcium influx, agonist mode; activation, % at 8.33 µM; 320,000 tested, 0.19% active; AID 540275, 2011; in the data active = activation above about 80%; inconclusive = between about 30% and that limit; also: 0% is about no effect
Target sequence (Q8NER1 whole entry, looked up): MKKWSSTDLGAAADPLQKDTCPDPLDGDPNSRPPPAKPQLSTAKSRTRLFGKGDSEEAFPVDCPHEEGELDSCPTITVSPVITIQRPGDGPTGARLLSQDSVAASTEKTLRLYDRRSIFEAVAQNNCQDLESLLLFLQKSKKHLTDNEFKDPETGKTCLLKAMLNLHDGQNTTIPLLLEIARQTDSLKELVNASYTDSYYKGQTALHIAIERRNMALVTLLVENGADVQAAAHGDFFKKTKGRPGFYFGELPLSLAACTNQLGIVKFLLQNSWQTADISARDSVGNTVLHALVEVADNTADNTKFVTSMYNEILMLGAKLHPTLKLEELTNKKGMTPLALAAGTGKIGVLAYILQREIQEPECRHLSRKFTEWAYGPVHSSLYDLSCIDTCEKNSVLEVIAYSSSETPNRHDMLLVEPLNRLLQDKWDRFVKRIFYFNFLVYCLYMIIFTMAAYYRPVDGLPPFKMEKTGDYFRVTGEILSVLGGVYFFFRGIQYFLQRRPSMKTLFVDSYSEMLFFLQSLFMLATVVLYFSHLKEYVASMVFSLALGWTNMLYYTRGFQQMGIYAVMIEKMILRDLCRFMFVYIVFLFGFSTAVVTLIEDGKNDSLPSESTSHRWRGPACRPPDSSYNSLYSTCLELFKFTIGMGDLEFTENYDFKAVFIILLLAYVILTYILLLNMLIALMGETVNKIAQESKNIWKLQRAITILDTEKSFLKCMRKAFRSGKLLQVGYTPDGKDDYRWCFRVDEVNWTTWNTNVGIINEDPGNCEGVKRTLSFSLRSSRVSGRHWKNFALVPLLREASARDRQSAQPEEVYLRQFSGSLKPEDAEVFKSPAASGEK
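Cells expressing TRPV1 were dye-loaded with Fluo-8 and read kinetically: 10 s baseline, 3 min after compound (agonist portion), then 2 min after EC20 capsaicin (allosteric enhancer portion). Calcium-bound dye fluorescence at 480/520 nm.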
USP2a block – qHTS Assay for Inhibitors of Ubiquitin-specific Protease USP2a Using CHOP2 as the Reporter; Potency, µM (titrated, usually from 38.3 µM), inactives show at the highest dose activity change, negative = inhibition, actives largely listed as inhibitors; 330,000 tested, 0.01% active; USP2 core, Ub-CHOP2 coupled fluorogenic reporter, 485/531; AID 463254, 2010;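 also: potency is read from the fitted curve at half-maximal effect; plate controls were DMSO wells for no effect and full inhibition by NEM control for full effect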
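Cell-free coupled assay: 10nM USP2 core preincubated 30min RT with compound in Tris-HCl pH 8.0/CaCl2/CHAPS buffer, then 25nM Ub-CHOP2 and 25nM reporter substrate; fluorescence (Ex 485/Em 531) read after 60min RT, normalized to NEM inhibition, concentration-response curves fitted.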
ELG1 genotox – qHTS screen for small molecules that induce genotoxicity in human embryonic kidney (HEK293T) cells expressing luciferase-tagged ELG1. AID 504466, 2011. HEK293T ELG1-luciferase reporter, luminescence, 16 h. 330,000 tested, 1.3% active. Potency, µM (highest dose often 46 µM), for inactives: at the highest dose activity change, positive = activation, most hits filed as activators; also: potency is read from the fitted curve at half-maximal effect; % of control where 0% means no effect; nearly all actives have a fitted effect of over 60% in size
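Screening used a luciferase reporter fused to human ELG1 in HEK293T cells. Luminescence was read on a CCD plate imager after 16 hr exposure and 30 min ONE-Glo incubation.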
Starred values were filed as active, the others as inactive; ? = inconclusive; . = not tested or not shown; & = joins results of further samples; [ ] = dose if it differs, or a comment. Unless noted, calls follow the shape of the dose curve; as a rule, active = well fitted curve in the direction sought with a large enough effect; inconclusive = small, poorly fitted or top-dose-only effect, or another doubt; inactive = no such curve, though single readings can be large; an effect the other way counts as inactive or inconclusive.

Value order: uPA surface inh	Eya2 phos inh	ASM inhibitor	BRCA1 expr act	p53 reactivator	Integrin act MD	PTAP TSG101 blk	B2AR arrestin	TRPV1 ag	USP2a block	ELG1 genotox
COc1ccc([N+](=O)[O-])cc1N(CC(=O)Nc1ccccc1C(=O)N1CCCC1)S(C)(=O)=O
  7.1%	-13.9%	-5.4%	0.0%	4.2%	-21.0%	-1.4%	-0.7%	-2.1	5.8%	1.9%
Cc1ccccc1C(=O)Nc1ccnn1C1CCN(C(=O)c2cnsn2)CC1
  5.9%	4.3%	-0.9%	-1.0%	19.6%	-38.1%	-1.6%	0.1%	-0.8	-3.6%	4.5%
CC/C(O)=C1\C(=O)CC(C)(C)CC1=NCCc1nc2ccccc2[nH]1
  2.6%	2.9%	3.4%	0.0%	-6.9%	?	0.7%	-0.4%	-0.4	6.6%	-3.4%
CC1(C)Oc2ccc(C(=O)Nc3ccccc3F)cc2N(CC(=O)N2CCOCC2)C1=O
  -0.8%	-5.4%	-2.2%	20.7%	7.4%	13.1%	4.0%	-0.1%	15.3	0.7%	18.1%
CCCCSc1cc(=O)n(-c2ccccc2)nc1C(=O)OCC
  .	9.7%	-1.8%	-1.0%	?	-15.7%[7.66 µM]	-4.4%	0.1%	0.2	0.9%	0.2%
CC(=O)Nc1cccc(N(C(=O)C2COc3ccccc3O2)C(C(=O)NC2CCCCC2)c2cn(C)nc2C)c1 (stereo unspecified)
  -1.9%	4.0%	-2.0%	-4.6%	5.4%	-14.2%	-2.8%	0.0%	?	-0.3%	7.7%
N=C(N)SCCc1cnc[nH]1
  -21.2%	1.0%&9.6%	2.4%	6.4%	17.3%	.	1.2%	-1.8%	-2.0	2.0%	1.5%
COc1cc(/C=C/C(=O)OCC(=O)Nc2cc(C(F)(F)F)ccc2N2CCOCC2)ccc1O
  -8.0%	1.2%	-1.6%	-27.2%	-5.4%	-4.0%	-8.6%	-0.6%	19.4	1.9%	3.2%
Cc1nnc(SCC(=O)N(CC(C)C)c2c(N)n(Cc3ccccc3)c(=O)[nH]c2=O)n1N
  8.9%	-17.0%	.	11.7%	1.0%	35.8%	-2.9%	0.0%	-0.7	-0.5%	-5.3%
CC1=C([N+](=O)[O-])C(c2cccc(Br)c2)C2=C(N1)c1ccccc1C2=O (stereo unspecified)
  -10.1%	15.5%	?	-110.4%[inhibitor]	7.3%	-38.4%	-0.2%	-0.1%	14.5	0.5%	?
CCN(C(=O)CSc1nc2cc(S(=O)(=O)N(CC)CC)ccc2n1CC)C1CCS(=O)(=O)C1 (stereo unspecified)
  -6.3%	1.0%	-3.3%	-12.9%	1.7%	-19.2%	-1.5%	-0.1%	3.9	0.9%	2.6%
O=C(c1cccs1)N1CCC(c2nc3c(nnn3Cc3cccc(Cl)c3)c(=O)[nH]2)CC1
  -1.0%	-2.5%	-14.3%	-36.5%	1.7%	21.5%	-7.5%	-0.7%	11.7	1.1%	3.4%
Cc1ccc2c(CN3CCCCC3CCO)cc(=O)oc2c1 (stereo unspecified)
  1.8%	0.8%	-3.9%	-6.5%	0.4%	25.0%	0.7%	0.1%	14.8	-1.2%	2.3%
O=C(NC1CCCCCC1)c1cc2ccccc2oc1=O
  -4.3%	16.5%	-1.9%	65.6%	?	-13.6%	-2.4%	0.0%	?	-0.1%	12.9%
COc1ccc(NC(=O)CN(C)S(=O)(=O)c2ccc3c(c2)OCCO3)c2ncccc12
  4.3%	3.1%	7.4%	-24.0%	-30.4%[inhibitor]	3.6%	-0.3%	-0.4%	?	-0.4%	-9.4%
N#Cc1sc(NCc2ccccc2)nc1Cl
  7.1%	5.8%	-0.3%	75.8%	-0.6%	3.7%	0.9%	0.4%	5.1	3.9%	2.0%
Cc1cc(C)c(NC(N)=S)c(C)c1
  -4.0%	6.3%	0.1%	-9.2%	4.2%	9.2%	-1.6%	-0.5%	-2.3	7.5%	1.7%
CC1CCN(CCCn2c(=S)[nH]c3ccccc3c2=O)CC1
  0.6%	-42.3%	1.5%	5.7%	-3.8%	-20.5%	0.6%	0.1%	0.4	0.3%	-5.4%
O=C(NC1CCCC1)C(c1ccncc1)N(Cc1cccs1)C(=O)c1csnn1 (stereo unspecified)
  -6.0%	-1.1%	-0.4%	-2.6%	2.1%	-26.5%	-2.4%	0.2%	-2.6	-6.6%	-0.8%
Cc1cc(C)c(N(C(=O)CN2C(=O)c3ccccc3S2(=O)=O)C(C(=O)NCC2CCCO2)c2ccc(F)cc2)c(C)c1 (stereo unspecified)
  -4.1%	-23.1%	-4.8%	-10.0%	-4.4%	-13.0%	1.8%	5.8%	-0.7	4.2%	-5.4%
Cc1ccc(-c2nc3ccccc3[nH]2)s1
  -7.7%	14.7%	0.5%	?	0.3%	-17.1%	-5.3%	0.0%	2.1	-1.0%	?
Cc1ccc(NC(=O)COC(=O)c2ccn(C)n2)cc1
  10.3%	4.8%	3.0%	30.0%	4.2%	-7.8%	-7.8%	0.5%	-3.2	1.1%	2.5%
Cc1cccc(-n2c(-c3csc(C(C)C)c3)n[nH]c2=S)c1
  .	?	-4.3%	3.0%	4.7%	10.3%	-4.2%	-1.4%	-6.6	-6.5%	-8.2%
Clc1ccccc1OCc1nc(-c2ccncc2)no1
  -3.2%	-42.6%	0.5%	5.01µM*	?	5.4%	-5.9%	-0.3%	9.0	-0.5%	?
O=C(Nc1ccc2c(c1)OCO2)C1CCCN1C(=O)Nc1cccc(F)c1 (stereo unspecified)
  4.2%	4.4%	0.0%	-9.9%	-1.5%	-6.2%	1.3%	0.0%	-3.5	-10.0%	-2.8%
CC(=O)Nc1ccc(S(=O)(=O)Nc2cccc(-c3nc4cc(C)ccc4o3)c2)cc1
  ?	.	-7.5%	-1.4%	.	5.7%	-1.2%	.	.	.	.
O=C(NNC(=O)c1ccccc1Br)c1ccc(SCC2CCCO2)c([N+](=O)[O-])c1 (stereo unspecified)
  .	1.7%	-1.3%	5.4%	-1.2%	-1.2%	-7.4%	0.1%	1.3	-0.1%	-2.7%
O=C(NN1CCOCC1)c1ccc(S(=O)(=O)N2CCCCC2)cc1
  1.6%	-0.7%	4.6%	-7.4%	-9.2%	32.7%	0.2%	-0.2%	1.1	-1.2%	-12.4%
COc1ccc(/C=N/c2c(-c3ccc(OC)cc3)nc3n2CCS3)cc1
  -27.1%	4.3%	-14.6%	35.0%	3.7%	0.0%	-3.6%	7.2%	0.2	1.1%	1.6%
CCOC(=O)c1sc(NC(=O)/C=C/c2cnn(C)c2C)c(C(=O)OCC)c1C
  .	-5.1%	.	.	5.2%	.	.	0.4%	9.8	-2.5%	2.6%
CCCNC(=O)c1cc(-c2ccc(OC)cc2)on1
  .	-20.0%	10.3%	?	15.7%	20.3%	-11.3%	0.3%	10.0	3.0%	4.61µM*
CNC[C@H](CC1CCCCC1)NC[C@H](CO)NCC1(c2ccccc2)CC1
  -9.3%	-5.6%	-2.4%	-23.6%	.	-34.5%	-1.9%	-1.1%	3.3	1.6%	?
CC1CCN(C(=O)COC(=O)c2nn(C)c(=O)c3ccccc23)CC1
  -0.1%	3.9%	9.1%	12.6%	-9.6%	13.2%	0.5%	-0.8%	5.9	-2.3%	2.6%
CCN1CCN(S(=O)(=O)c2ccc(Cl)c(C(=O)NC3CCCC3)c2)CC1
  -6.6%	27.3%	.	3.2%	-4.0%	8.9%	-1.1%	0.1%	2.3	0.1%	0.2%
Cc1ccc(Cl)cc1NC(=S)N(Cc1cccnc1)Cc1ccccc1Cl
  3.3%	12.4%	-0.4%	-28.6%	7.7%	4.4%	-1.5%	0.0%	12.9	-8.5%	-5.4%

Random draw from the library; 2.6% or so of the library scored in one or more.
